TRPN1 ag = zebrafish TRPN1 (NompC) channel agonism; activation, % at 3 µM; HEK293 zebrafish TRPN1-YFP, Fluo-8 calcium fluorescence; 100% = response to 87 µM carbachol; actives 0.18% (n = 220,000);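 active = activation above its plate's cutoff, the mean activation of test wells on that plate plus 3 SD, cut at about 19% in these data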;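 note: 0% = DMSO alone and 100% = 87 µM carbachol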
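Control set: carbachol 87 µM as high control, DMSO as low control; system: HEK293 stable line with zebrafish TRPN1-YFP; read-out: % activation versus carbachol response; detection: intracellular calcium fluorescence with Fluo-8; doses: single test compound dose, 3 µM nominal, 0.3% DMSO; schedule: dye 1 h 37 °C plus 30 min RT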
Runt-SMMHC FRET = blocks binding of human RUNX1 Runt domain to CBFb-SMMHC; Q01196+Q13951; Cerulean-Runt/Venus-CBFb-SMMHC FRET ratio 530/480, 1 h; inhibition, % at 20 µM; actives 0.74% (n = 220,000); AID 1434;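 active = mean inhibition across duplicate retests at 20 µM reaching about 50%, limit read from the data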;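 note: 0% = DMSO wells and 100% = wells with excess untagged CBFb-SMMHC; inhibitors lower the FRET ratio by blocking Runt binding to CBFb-SMMHC; some results filed as inactive read as strong as hits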
TRPML3 agonist = agonists of human TRPML3 channel | Q8TDD5 | HEK293 TRPML3-YFP, Fluo-8 calcium fluorescence; 100% = the carbachol control signal | activation, % at 3 µM | actives 0.29% (n = 220,000) | AID 1448;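 active = activation above its plate's cutoff, the mean activation of the plate's test wells plus 3 SD, cut at about 12% in these data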;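 note: 0% = DMSO only wells and 100% = carbachol wells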
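Test system: TRPML3-YFP stable HEK293 cells. Doses: single point at 3 µM. Incubation: dye loading 1 h 37 °C then 30 min ambient, 125 s read. Signal: Fluo-8 calcium dye fluorescence, ex 470-495, em 515-575 nm. Measure: percent activation from peak-to-basal fluorescence ratio, scaled between DMSO and carbachol.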
TNF death inh = inhibitors of TNF-alpha induced necroptosis in Jurkat FADD-/- cells. Jurkat FADD-/- TNF necroptosis rescue, ATP luminescence, 24 h; 0 = TNF only, 100 = no-TNF cells. actives 0.068% (n = 220,000). activation (protection from cell death), % at 10 µM;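 active = activation, meaning protection from cell death, of at least 50% relative to plate controls; inactive = activation below 50%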;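 note: necroptosis triggered by 40 ng/mL TNF-alpha added together with compound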
CHOP inhibitor = blocks CHOP induction under ER stress | CHO-K1 CHOP-promoter luciferase, tunicamycin-induced, 15-18 h | inhibition, % at 10 µM | actives 3.8% (n = 220,000) | AID 2732;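 active = compounds that reduced the stress-induced luciferase reporter signal by more than about 70% of percent inhibition, limit read from the data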;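 note: 0% = tunicamycin plus vehicle and 100% = wells without tunicamycin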
EBV gp42 inh = inhibitors of Epstein-Barr virus glycoprotein 42; Q1HVG2; Fluorescence polarization binding assay, mP read-out; inhibition, % (tested at 21.74 µM); actives 0.42% (n = 220,000); AID 1085; in the data active = inhibition above about 50%
PPC-1+TRAIL kill = compounds killing PPC-1 cancer cells with TRAIL present (potentiator screen, no TRAIL-free arm) | PPC-1 cells + TRAIL, ATPLite viability luminescence | cell killing (% activity), % at 4 µM | actives 0.41% (n = 220,000) | AID 1443;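 active = cell killing above 50% in the first pass at 4 µM, then a duplicate retest at 5 µM averaging 50% or more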;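 note: plate controls were cells with TRAIL plus DMSO for no effect and medium-only wells lacking cells for full effect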
p47phox inh = inhibitors of human p47phox binding | P14598 | p47phox/p22phox peptide binding, fluorescence polarization, 2 h | inhibition, % at 24.7 µM | actives 0.53% (n = 220,000) | AID 1274;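 active = inhibition above about 30%, limit read from the data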;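 note: 0% = p47phox with labelled peptide and 100% = labelled peptide alone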
Target sequence (P14598 whole entry, looked up): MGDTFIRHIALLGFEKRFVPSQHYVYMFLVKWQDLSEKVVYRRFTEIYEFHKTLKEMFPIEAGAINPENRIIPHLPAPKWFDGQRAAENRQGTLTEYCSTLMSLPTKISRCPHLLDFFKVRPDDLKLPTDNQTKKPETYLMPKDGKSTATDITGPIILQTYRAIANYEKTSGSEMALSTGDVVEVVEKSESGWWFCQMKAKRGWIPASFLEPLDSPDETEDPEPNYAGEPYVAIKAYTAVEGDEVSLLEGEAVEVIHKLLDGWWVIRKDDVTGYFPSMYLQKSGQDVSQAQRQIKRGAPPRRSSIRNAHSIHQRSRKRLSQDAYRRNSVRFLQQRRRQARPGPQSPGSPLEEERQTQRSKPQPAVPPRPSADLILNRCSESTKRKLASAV
MDM2 E3 inh = blocks human Mdm2 ubiquitin ligase activity; Q00987; cell-based MDM2 ubiquitination luciferase reporter, 2 h; 0 = plate control, 100 = twice control, blank-subtracted; signal enhancement, % at 5 µM; actives 0.11% (n = 210,000);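 active = signal enhancement of 30% or more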;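 note: luminescence tracks abundance of the self-degrading MDM2-luciferase fusion protein; higher signal means inhibition of MDM2 E3 ligase activity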
Target sequence (Q00987 whole entry, looked up, the tested form may be a part): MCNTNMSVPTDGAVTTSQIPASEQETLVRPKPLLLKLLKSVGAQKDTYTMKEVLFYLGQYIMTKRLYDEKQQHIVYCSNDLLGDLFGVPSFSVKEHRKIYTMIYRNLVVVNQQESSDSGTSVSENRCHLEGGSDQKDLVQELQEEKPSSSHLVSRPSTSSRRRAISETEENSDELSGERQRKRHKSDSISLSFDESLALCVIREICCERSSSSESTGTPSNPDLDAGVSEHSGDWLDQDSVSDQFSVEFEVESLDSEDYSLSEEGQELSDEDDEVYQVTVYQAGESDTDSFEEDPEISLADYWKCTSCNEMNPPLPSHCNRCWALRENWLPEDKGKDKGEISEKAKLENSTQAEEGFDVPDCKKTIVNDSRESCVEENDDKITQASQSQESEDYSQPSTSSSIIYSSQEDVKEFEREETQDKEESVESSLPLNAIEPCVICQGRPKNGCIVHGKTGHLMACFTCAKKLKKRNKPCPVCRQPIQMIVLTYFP
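Test system: stable mammalian line carrying autodegrading MDM2–luciferase fusion reporter; quantity: 2000 cells in each well; times: 4 h cell settling then 2 h compound exposure, 37 °C; detection: luminescence with SteadyLite reagent, 15 min at room temperature; evaluation: percent signal gain over controls, blank-subtracted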
* hit, by the source's call; x = not tested or not shown.

Structure	CHOP inhibitor	TRPML3 agonist	p47phox inh	TRPN1 ag	TNF death inh	EBV gp42 inh	MDM2 E3 inh	PPC-1+TRAIL kill	Runt-SMMHC FRET
CCN(CC)Cc1c(O)ccc2c(-c3ccccc3)cc(=O)oc12	-3	0.8	-11	0.6	-2.2	-2	0	-5	-71
C=CCn1c(NCc2cc(C)ccc2O)nc2ccccc21	8	0.4	-5	0.6	0.2	-2	-20	-15	-1
CC1(C)Cc2ccccc2C(N)=C1C#N	-5	-0.5	-6	-0.9	4.3	5	-5	12	2
Clc1ccc(-c2nnc(-c3ccccc3)nc2-c2c[nH]c3ccccc23)cc1	85*	1.0	-17	0.6	-0.6	3	-7	15	-18
COC(=O)[C@H](C)NC(=O)Nc1cc(OC)ccc1OC	-8	0.6	-7	-1.4	-0.9	-1	4	-4	6
CC(=O)CSc1ncnc2nc[nH]c12	-10	0.5	-6	1.5	-2.9	-26	-7	9	-2
CCOC(=O)Cc1cc(=O)n2[nH]c(C)c(-c3ccc(OC)cc3)c2n1	33	-0.4	-13	-0.5	1.0	-17	-9	2	0
COc1cccc(-n2c(SCC(=O)Nc3sc4c(c3C(N)=O)CCC4)nc3ccccc3c2=O)c1	27	-0.2	-14	0.3	-3.5	-15	-19	16	-8
CCOC(=O)COc1ccc2c(=O)c(-c3ccccc3)coc2c1	33	0.5	-10	5.1	-1.4	-20	x	13	-4
Cc1nn(CC(=O)NCC2CCCO2)c(=O)c2ccccc12 (centres undefined)	37	0.5	-1	1.3	0.8	-7	-6	-18	3
Cc1ccc(S(=O)(=O)N2c3ccccc3NC(=O)CC2C)cc1 (centres undefined)	9	0.5	14	2.8	-1.0	-4	-17	11	2
COc1nonc1NC(=O)CSc1nc2ccccc2[nH]1	6	-0.5	5	0.8	-0.1	-3	-5	3	-5
CCOC(=O)CC(C)(C)/C(C)=N/Nc1ccc([N+](=O)[O-])cc1[N+](=O)[O-]	59	0.3	11	-0.7	0.2	11	-11	0	-2
O=C(OCCN1C(=O)c2ccccc2C1=O)C1CCN(S(=O)(=O)c2cccs2)CC1	22	1.3	-14	2.0	1.1	-24	-14	3	1
O=S(=O)(CCc1nc2ccccc2o1)c1ccc(Cl)c(Cl)c1	28	0.1	0	1.1	-1.7	-22	-10	5	1
CS(=O)(=O)N1CCN(c2ccccc2NC(=O)c2cc(Br)ccc2Cl)CC1	5	2.2	-3	-0.2	0.8	-1	-19	2	-3
O=C(C1=C[C@@H](c2ccccc2)C[C@@H](OCc2ccc(CO)cc2)O1)N1CCOCC1	-10	0.8	x	2.1	0.0	-10	x	3	-1
O=C(c1ccc(F)cc1)N1CCN(c2ccc(N3CCOCC3)nn2)CC1	14	1.2	-5	2.1	0.4	-7	-3	-9	9
CSc1ccccc1C(=O)Nc1nccs1	2	0.2	-16	-0.7	0.9	-11	x	35	-8
O=[N+]([O-])c1ccc(S(=O)(=O)NCCc2ccncc2)cc1	18	-0.2	0	-0.6	0.2	0	-9	-2	-2
CCCCC(=O)Nc1cccn2ncnc12	7	-0.2	-4	-0.6	0.5	-20	-16	0	1
COc1ccc(OCCSc2ncn[nH]2)cc1	1	0.3	6	-0.2	-1.4	-11	-22	3	1
O=C(CCCN1C(=O)c2ccccc2C1=O)Nc1ccc(S(=O)(=O)N2CCOCC2)cc1	12	-0.9	-9	0.9	-0.4	-13	-13	-1	-1
COc1ccc(CCNC(=O)COC(=O)CCC(=O)c2ccc(F)cc2)cc1	-6	0.9	-8	0.0	-0.2	-7	0	4	-3
O=C(CSc1n[nH]c(=O)n1Cc1ccco1)Nc1ccccc1	-3	0.1	-6	0.3	1.8	13	-5	7	0
COc1ccc(Cl)cc1C(=O)N1CCN(c2ccccn2)CC1	14	0.1	-10	1.9	-0.9	1	8	19	-3
O=C(CO/N=C/c1ccc(OC(F)F)cc1)NCc1ccc(F)cc1	42	0.5	-6	-1.3	0.2	-1	-7	21	-5
O=C(Nc1nc2nccc(-c3ccccc3)n2n1)c1ccccc1	3	1.2	1	1.7	1.3	1	-14	13	-1
CNC(=S)N1N=C2c3ccccc3CCC2C1c1ccccc1Cl (centres undefined)	19	0.2	-20	0.5	-2.3	-4	-13	16	-4
Cc1cc(C(=O)CSc2nc3ccccc3[nH]2)c(C)n1CC1CCCO1 (centres undefined)	74*	4.8	14	12	-19	-17	-27	7	-9

(further entries)
Structure	CHOP inhibitor	TRPML3 agonist	p47phox inh	TRPN1 ag	TNF death inh	EBV gp42 inh	MDM2 E3 inh	PPC-1+TRAIL kill	Runt-SMMHC FRET
CN(Cc1ccccc1)Cc1nc2c(c(=O)n(C)c(=O)n2C)n1CCCc1ccccc1	77*	0.0	-3	-1.4	-1.6	-10	12	-11	-3
CCOC(=O)N1CCN(C(=O)c2ccc(Cl)c(S(=O)(=O)Nc3ccccc3)c2)CC1	-8	-1.1	-10	-0.7	-1.7	-14	-14	30	-3
CCCCC(C)(O)C/C=C/[C@H]1[C@H](O)CC(=O)[C@@H]1CCCCCCC(=O)OC (some centres undefined)	-58	2.1	-10	1.3	-7.4	6	x	-15	0
Cn1ccnc1C(=O)c1ccc(S(=O)(=O)N2CCCC2)cc1	-3	0.0	10	1.6	0.0	-1	1	10	0
CN(c1ccc(C(=O)NC2CC2)cc1)S(=O)(=O)c1ccccc1	14	0.1	11	0.2	-2.1	-19	-17	6	-6
Cc1ccc(CN2CCN(CC(=O)N=Nc3c(O)[nH]c4ccccc34)CC2)cc1	20	2.0	-7	2.6	2.0	-21	-4	32	2
COc1ccc(/C=C2\CCCC3C2=NN(C(=O)CSc2n[nH]c(N)n2)C3c2ccc(OC)cc2)cc1 (centres undefined)	23	0.1	-2	2.0	-4.2	-8	-12	-3	1
O=C1NN=C(CSc2n[nH]c(=S)s2)CS1	-14	1.0	3	-0.4	0.2	5	-2	-6	11
COc1cc(C(=O)NC(CCSC)C(=O)OCC(=O)NC(=O)C2CCCCC2)cc(OC)c1OC (centres undefined)	-3	0.2	-9	-1.5	0.3	-27	-8	-2	3
COc1cc(/C=N/NC(=O)CCC(=O)NC2CCCCC2)ccc1C	4	-0.6	-1	-2.1	1.2	-10	-13	15	2
Cc1cc(OCCCCN2C(=O)NC(C)(C)C2=O)ccc1[N+](=O)[O-]	42	3.7	-7	7.7	0.5	0	-10	15	0
CCOC(=O)C1=C(Nc2ccc(Cl)cc2)OCC1=O	12	-0.9	2	-2.7	0.1	-17	-6	10	-6
COc1ccc(/C=C(/C#N)C(=O)Nc2ccc(O)cc2)cc1C(=O)O	2	0.7	-4	0.3	1.0	-3	-2	1	0
COc1cc(/C=C(\C#N)C(=O)Nc2cccc3ncccc23)cc(OC)c1OC	19	1.1	-7	0.6	5.3	-14	-17	8	54
COc1cc(OC)cc(C(=O)NCC(=O)OCC(=O)N2CC(C)CC(C)C2)c1 (centres undefined)	11	0.2	1	1.0	0.7	2	-10	2	-3
COc1cc(-c2n[nH]c(=S)n2-c2cccc(C(F)(F)F)c2)cc(OC)c1OC	3	0.9	-7	0.3	-0.8	-2	-1	8	7
Cn1nnc(NC(=O)c2ccco2)n1	-1	0.4	9	0.2	-2.0	-4	3	13	-1
Nc1nnc(-c2ccc(Cl)c([N+](=O)[O-])c2)s1	-23	-0.9	-3	-1.4	-1.6	-18	-11	6	1
COc1cccc(C2CC(C(F)(F)F)n3ncc(C(=O)O)c3N2)c1 (centres undefined)	-9	0.6	-10	-1.1	0.4	-11	-3	-4	3
CCCc1nnc(SCC(=O)N(CC)CC)n1CC1CCCO1 (centres undefined)	19	0.8	-10	1.9	-0.2	9	-2	9	1
COc1cc(S(=O)(=O)N2CCOCC2)ccc1NC(=O)c1cc2c(s1)CCC2	39	-0.9	-10	1.0	-7.7	-6	-5	7	-6
COc1ccc(OC)c(NC(=O)C23CC4CC(C2)CC(n2cnc(Br)n2)(C4)C3)c1	12	-1.0	4	-1.8	2.2	11	-11	13	3
CN1CCN(Cc2c(O)ccc3cc(-c4ccccn4)c(=O)oc23)CC1	12	0.2	6	0.5	1.0	5	-13	13	91*
CCOC(=O)c1c(NC(=O)CC(C)C)sc(C(C)=O)c1C	19	-0.3	3	-1.8	2.3	6	-2	10	-8
NNC(=S)Nc1ccc(OC(F)(F)F)cc1	-17	0.8	-17	0.1	1.8	-30	-5	3	-4
Cc1c(NC(=O)CCSCCc2ccccn2)cccc1[N+](=O)[O-]	-3	1.1	1	1.0	1.3	3	-5	-8	-1
c1ccc(Cn2c[n+](Cc3ccccc3)cn2)cc1	-1	0.7	6	0.1	0.8	6	6	-3	0
COCCNC(=S)N/N=C/c1ccc([N+](=O)[O-])cc1	4	0.4	-12	-0.5	-2.6	-7	-2	17	0
Cn1c(-c2ccc(F)cc2)cnc1SCC(=O)N1CCCc2ccccc21	35	-0.5	-5	-1.5	2.0	2	2	13	0
Cc1ccc(-n2c(SCC(N)=O)nnc2-c2ccccn2)cc1	13	0.8	-6	-0.5	-2.2	-7	-14	8	2

Records listed so far marked active in Runt-SMMHC FRET.
Structure	CHOP inhibitor	TRPML3 agonist	p47phox inh	EBV gp42 inh	MDM2 E3 inh	Runt-SMMHC FRET
CN1CCN(Cc2c(O)ccc3cc(-c4ccccn4)c(=O)oc23)CC1	12	0.2	6	5	-13	91*

Remaining list, next part:
Structure	CHOP inhibitor	TRPML3 agonist	p47phox inh	TRPN1 ag	TNF death inh	EBV gp42 inh	MDM2 E3 inh	PPC-1+TRAIL kill	Runt-SMMHC FRET
COc1cccc(-c2cc(=O)c3cc(NC(=O)c4ccccc4)ccc3[nH]2)c1	-43	0.8	-14	1.3	-10	-2	x	4	-2
Cc1ccc(S(N)(=O)=O)cc1NC(=O)/C=C/c1cccs1	27	0.7	-4	0.7	-1.5	-12	-4	0	-1
CCC1=C(OC(=O)N(CC)CC)N2C(=O)OC(=NCc3ccccc3)[C@]2(C)[C@H]2C1=CC[C@H]1C(=O)N(c3ccccc3)C(=O)[C@H]12	27	x	-14	x	1.5	-12	15	-1	4
CCC(=O)NC1(C(F)(F)F)C(=O)NC(C)=C1C#N (centres undefined)	28	0.8	-12	-1.1	-0.8	-22	-24	-1	3
COCCn1c(=N)c(C(=O)NCc2ccco2)cc2c(=O)n3ccccc3nc21	6	1.1	12	-1.3	-1.5	31	-12	5	41
O=C(CN1C(=O)c2cccc3cccc1c23)NCc1cccnc1	-1	1.1	-9	2.3	-1.1	-13	-10	-12	-15
Cc1ccc(-c2nc(CSCC(=O)NCCCN3CCOCC3)c(C)o2)cc1	20	-0.4	-8	-1.7	-2.4	-21	-3	7	-9

High-throughput results (PubChem BioAssay)
